# Bioassay records from PubChem BioAssay.
# GLS inh = glutaminase GLS (human) inhibition; AID 624170; GLS enzymatic activity, qHTS titration; O94925; Potency, µM (doses to about 45.5 µM), without a hit: at the highest dose activity change, negative = inhibition, usual class: inhibitors; 410,000 compounds, 0.21% hits; note: potency is the fitted concentration of half-maximal effect; % is set by controls: 0 for no effect and ±100 for the full control effect
#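 hKGA in 45 mM KH2PO4 pH 8.2, 0.02% Tween-20 with pin-transferred compounds; 1 mM L-glutamine (stock) plus glutamate oxidase/HRP/Amplex Red coupling added. Fluorescence read initially and after 30 min at RT.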
# IDH1 R132H inh = blocks human mutant IDH1 R132H enzyme | 390,000 compounds, 0.093% hits | Potency, µM (highest dose often 76.6 µM), inactives show at the top dose activity change, negative = inhibition, most hits filed as inhibitors | IDH1-R132H enzyme, NADPH consumption, diaphorase/resazurin fluorescence; note: potency is the fitted concentration of half-maximal effect; % is set by controls: 0 for no effect and ±100 for the full control effect; nearly all actives have a fitted effect of over 65% in size
# Target sequence (O75874 whole entry R132H, stated change not applied): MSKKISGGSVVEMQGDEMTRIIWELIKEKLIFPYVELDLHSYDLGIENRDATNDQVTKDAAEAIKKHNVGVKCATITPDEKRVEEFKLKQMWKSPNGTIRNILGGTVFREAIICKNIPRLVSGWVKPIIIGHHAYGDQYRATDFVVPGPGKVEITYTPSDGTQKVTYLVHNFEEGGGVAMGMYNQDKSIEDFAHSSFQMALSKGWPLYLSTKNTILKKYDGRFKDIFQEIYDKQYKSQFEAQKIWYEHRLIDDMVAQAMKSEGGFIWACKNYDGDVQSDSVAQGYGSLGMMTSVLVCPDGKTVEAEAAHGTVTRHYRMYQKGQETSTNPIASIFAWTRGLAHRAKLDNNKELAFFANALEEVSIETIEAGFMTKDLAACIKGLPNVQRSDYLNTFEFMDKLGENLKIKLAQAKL
#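 IDH1-R132H (0.5 ug/mL dispensed) in pH 7.5 Tris buffer was preincubated 30 min with compound, then given a substrate mix of 0.016 mM NADPH and 2 mM alpha-KG for 80 min at room temperature; remaining NADPH was read by diaphorase/resazurin fluorescence.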
# USP1 inh = blocks the human USP1/UAF1 deubiquitinase complex | O94782 | AID 743255 | recombinant USP1/UAF1, Ub-Rhodamine cleavage fluorescence | Potency, µM (highest dose often 57.1 µM), inactives show at the top dose activity change, negative = inhibition, usual class: inhibitors | 390,000 compounds, 0.23% hits; note: potency is the fitted concentration of half-maximal effect; % is set by controls: 0 for no effect and ±100 for the full control effect; nearly all actives have a fitted effect of over 60% in size; inactives centre near -12
#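 High-throughput fluorogenic screen: 1nM USP1/UAF1 complex, Ub-Rho substrate 150nM final, 50mM HEPES pH 7.8 with 0.5mM EDTA, 0.1 mg/ml BSA, 1mM TCEP and 0.01% Tween-20.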
# TrxR1 substrate = substrates of rat thioredoxin reductase 1 | Potency, µM (titrated, usually from 114 µM), without a hit: at the highest dose activity change, negative = substrate turnover | O89049 | 390,000 compounds, 0.01% hits | purified TrxR1 substrate turnover, NADPH consumption readout; note: potency is the fitted concentration of half-maximal effect; % is set by controls: 0 for no effect and ±100 for the full control effect; nearly all actives have a fitted effect of over 50% in size
# Target sequence (O89049 whole entry, looked up): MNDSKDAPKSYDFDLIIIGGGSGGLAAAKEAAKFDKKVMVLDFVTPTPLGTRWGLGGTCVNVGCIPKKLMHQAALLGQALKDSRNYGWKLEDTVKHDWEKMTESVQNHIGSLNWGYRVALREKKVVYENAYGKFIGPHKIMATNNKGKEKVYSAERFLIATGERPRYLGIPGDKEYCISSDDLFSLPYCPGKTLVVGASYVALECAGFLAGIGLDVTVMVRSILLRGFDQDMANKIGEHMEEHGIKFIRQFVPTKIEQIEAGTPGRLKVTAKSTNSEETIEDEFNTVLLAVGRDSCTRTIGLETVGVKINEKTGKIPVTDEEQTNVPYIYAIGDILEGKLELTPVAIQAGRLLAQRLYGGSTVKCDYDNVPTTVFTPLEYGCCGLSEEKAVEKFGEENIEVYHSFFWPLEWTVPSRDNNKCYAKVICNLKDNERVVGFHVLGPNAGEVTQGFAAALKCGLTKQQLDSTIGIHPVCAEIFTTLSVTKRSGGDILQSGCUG
#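 Rat TrxR1, dispensed at 90 nM, was prereduced with 400 uM NADPH (final) for 5 min at ~22 deg C, then incubated with compound 15 min before 400 uM selenite. A first-read NADPH fluorescence drop versus no-compound background flagged substrates.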
# PGK inhibitor = inhibitors of T. brucei phosphoglycerate kinase; 380,000 compounds, 0.043% hits; Potency, µM (series often up to 57.5 µM), for the others: at the highest dose activity change, negative = inhibition, usual class: inhibitors; P07378; PGK/GAPDH coupled, Kinase-Glo luminescence, 60 min; AID 602233; note: potency is the fitted concentration of half-maximal effect; % is set by controls: 0 for no effect and ±100 for the full control effect; nearly all actives have a fitted effect of over 60% in size
#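 Recombinant glycosomal PGK reaction used 1,3-bisphosphoglycerate generated in-well by GAPDH (100nM final) in 100mM TEA pH 7.6, 5mM MgCl2, 0.01% Tween-20. After 60 minutes at room temperature, ATP was read by Kinase-Glo Plus luminescence end-point.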
# Pin1 inh = human Pin1 inhibition; Q13526; Pin1 FP peptide displacement, HiFluor488, 10 min; Potency, µM (top dose mostly 115 µM), inactives show at the highest dose activity, negative = inhibition, actives largely listed as inhibitors; 390,000 compounds, 0.009% hits; active = well fitted inhibition curve with a large enough effect in the polarisation, with a control signal flat, not every such curve was filed as active; inconclusive = small, poorly fitted or top-dose-only effect, or effect the other way, or a change in a side signal; inactive = no such curve, though single readings can be large or run the other way; the % refers to the polarisation; note: potency is the fitted concentration of half-maximal effect; % is set by controls: 0 for no effect and ±100 for the full control effect
# rTrxR1 inhibitor = rat TrxR1 inhibition | Potency, µM (titrated, usually from 114 µM), inactives show at the top dose activity change, negative = inhibition, usual class: inhibitors | O89049 | AID 588453 | recombinant rTrxR1, NADPH fluorescence consumption, selenite substrate | 390,000 compounds, 1% hits; note: potency is the fitted concentration of half-maximal effect; % is set by controls: 0 for no effect and ±100 for the full control effect; nearly all actives have a fitted effect of over 65% in size
#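 Rat TrxR1 (90 nM in the dispensed reagent) was pre-reduced with 400 uM NADPH for 5 min at room temperature, then incubated with compound for 15 min. After 400 uM selenite was added, NADPH fluorescence (Ex 340/Em 450 nm) was followed for 8 min.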
# HP1b chromo inh = blocks HP1-beta chromodomain binding to methylated histone tails; AlphaScreen HP1-beta / biotin-H3K9me3 peptide binding; Potency, µM (series often up to 114 µM), inactives show at the highest dose activity change, negative = inhibition, most hits filed as inhibitors; 390,000 compounds, 0.56% hits; AID 540317; note: potency is the fitted concentration of half-maximal effect; nearly all actives have a fitted effect of over 70% in size; inactives centre near 23
# Target sequence (P83916 whole entry, looked up): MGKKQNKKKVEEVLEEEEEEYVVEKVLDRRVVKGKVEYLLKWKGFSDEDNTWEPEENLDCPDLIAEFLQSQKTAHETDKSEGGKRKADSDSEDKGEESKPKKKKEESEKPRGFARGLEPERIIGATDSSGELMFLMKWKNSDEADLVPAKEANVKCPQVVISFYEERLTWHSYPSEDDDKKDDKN
#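 AlphaScreen: HP1-beta (50 nM) preformed 30 min with biotin-H3(1-18)K9me3 peptide (50 nM) in PBS pH 7.4, 0.01% Tween-20. Compound added for 30 min at RT, then streptavidin donor/nickel chelate acceptor beads (10 ug/mL) for 30 min.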
# PI4K2A inh = blocks human PI4K2A kinase activity; Q9BTU6; purified PI4K2A, ADP-Glo luminescence, 1 h; hits give low values; activity change, negative = inhibition, % at 76.9 µM; 420,000 compounds, 0.13% hits; in the data active = activity change below about -50%; inconclusive = mostly about -30% to -49%;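 note: -100% = wells without enzyme as full effect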
#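 PI4K2A activity was measured by ADP-Glo luminescence: enzyme (4 ug/mL stock) and phosphatidylinositol (1.2 mM stock) in Tris pH 7.5/MgCl2/EGTA/Triton X-100 buffer were reacted with ATP (300 microM stock) for one hour at ambient temperature.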
# The depositor's hits bear a star; i = inactive; ? = inconclusive; / = no result given; [ ] = remark or other dose. Unless noted, calls come from the whole dose curve; as a rule, active = well fitted curve in the direction sought with a large enough effect; inconclusive = small, poorly fitted or top-dose-only effect, or another doubt; inactive = no such curve, though single readings can be large; an effect the other way counts as inactive or inconclusive. The list is partial. The share of hits here may be higher or lower than overall.
SMILES,GLS inh,IDH1 R132H inh,USP1 inh,TrxR1 substrate,PGK inhibitor,Pin1 inh,rTrxR1 inhibitor,HP1b chromo inh,PI4K2A inh
O=C(CNCc1ccc(F)cc1)Nc1cc(S(=O)(=O)N2CCOCC2)ccc1Cl,0%,-21%,-4%,-3%,-1%,4%,8%,25%,5
Cc1ccn2c(=S)[nH]nc2c1,-23%,0%,?,/,i,/,/,/,3
Cc1nn2c(=O)cc(COC(=O)c3ccc(NC(=O)COc4ccc(C)c(C)c4)cc3)nc2s1,3%,3%,-18%,6%[57.1 µM],-2%,3%,10%[57.1 µM],17%,-12
Cc1c(N=C2SCC(=O)N2c2c(C)n(C)n(-c3ccccc3)c2=O)c(=O)n(-c2ccccc2)n1C,18%,2%,-7%,4%,4%[11.5 µM],-1%,1%,16%,-1
O=C(COC(=O)c1ccncc1)c1ccccc1,-5%,0%,0%,10%[57.1 µM],-7%,-1%,29%[57.1 µM],13%,-11
CCOC(=O)Cc1c[nH]c(=S)[nH]c1=O,12%,15%,-10%,-3%,5%,-7%,-16%,14%[57 µM],-3
COc1ccc(C2CC(=O)C=C(NCCC(C)C)C2)cc1 (centres undefined),0%,7%,-22%,1%,0%,-8%,4%,25%,-12
CCCCNC(=O)c1onc(CSc2ccccn2)c1C(=O)NCCCC,-1%,-2%,-20%,-9%,-7%,-1%,10%,66%[activator],-1
CC(C)(C)CN1CCNC(=O)C1CC(=O)NC1Cc2ccccc2C1 (centres undefined),1%,10%,-27%,11%,i,1%,8%,36%,-3
Cc1ccc(NC(=O)C(OC(=O)c2cc(C)oc2C)c2ccccc2)cc1 (centres undefined),0%,-1%,-21%,-4%,i,13%,-5%,17%,-4
CCN(C(=O)CSc1nnc(-c2ccncc2)n1Cc1ccccc1)C1CCS(=O)(=O)C1 (centres undefined),-3%,2%,-10%,4%[57.1 µM],3%,?,17%[57.1 µM],20%,0
O=C(NCCCCc1ccccc1)c1nn(-c2ccccc2)nc1CO,2%,5%,0%,6%,i,-3%,32%,56%[activator],1
COc1ccc(CCNC(=O)CCCN2C(=O)c3ccccc3C2=O)cc1OC,17%,-2%,-10%,14%,-1%,0%,31%,9%,-3
Cc1c(C(=O)Nc2ccccc2-c2ccccc2)cccc1[N+](=O)[O-],1%,-1%,-13%,1%,-9%,3%,12%,35%,3
COc1ccc(-c2nc(CSCC(=O)NCCC(C)C)c(C)o2)cc1OC,0%,-3%,-13%,20%,i,3%,-3%,25%,1
Cc1c(NC(=S)NC(=O)C(c2ccccc2)c2ccccc2)cccc1C(=O)O,7%,-6%,-10%,6%[57.1 µM],i,-2%,-11%[57.1 µM],-11%,-16
O=C(Nc1ccc2ccccc2c1)c1ccc(Cl)cc1,3%,4%,1%,8%,-3%,-1%,29%,17%,-2
COc1ccc([N+](=O)[O-])c(OC)c1C(=O)Nc1ccc(F)cc1F,5%,0%,-4%,-20%,11%,2%,-27%,26%,2
CCN(C(=O)c1c(-c2ccccc2Cl)noc1C)C1CCCCC1,-31%,2%,-7%,4%[57.1 µM],-2%,1%,22%[57.1 µM],18%,1
COc1ccc(CC(C)Nc2cccc(SC)c2)cc1 (centres undefined),6%,10%,-21%,4%,0%,0%,24%,27%,3
COc1cc(CNCc2cc(OC)c(OC)c(OC)c2)cc(OC)c1,1%,3%,-17%,2%,-10%,-4%,-18%,?,-1
Cc1cc(C)n(CC(C)O)c(=O)c1C#N (centres undefined),1%,0%,-11%,7%,/,0%,11%,21%,-3
C#CCOCCOCCOCCNc1nc(N2CCN(C(=O)[C@H](CCC(=O)O)n3cc(CN)nn3)CC2)nc(N2CCN(C(=O)[C@H](CCC(=O)O)n3cc(CN)nn3)CC2)n1,-3%,-8%,-18%,1%,2%,2%,?,25%,-2
O=C(c1ccc(C(F)(F)F)cc1)C1CCCN(Cc2cccn2-c2ncccn2)C1 (centres undefined),4%,-11%,-2%,-8%,-3%,-16%,6%,8%,1
CCOc1cc(NC(=O)C2CC2)c(OCC)cc1NC(=O)c1cc(OC)c(OC)c(OC)c1,0%,0%,?,52%[activator],i,2%,43%[activator],24%,-3

# Whole records from above.
# Profile of CCOC(=O)Cc1c[nH]c(=S)[nH]c1=O : GLS inh = 12%; IDH1 R132H inh = 15%; USP1 inh = -10%; TrxR1 substrate = -3%; PGK inhibitor = 5%; Pin1 inh = -7%; rTrxR1 inhibitor = -16%; HP1b chromo inh = 14%[57 µM]; PI4K2A inh = -3
# Profile of O=C(c1ccc(C(F)(F)F)cc1)C1CCCN(Cc2cccn2-c2ncccn2)C1 (centres undefined) : GLS inh = 4%; IDH1 R132H inh = -11%; USP1 inh = -2%; TrxR1 substrate = -8%; PGK inhibitor = -3%; Pin1 inh = -16%; rTrxR1 inhibitor = 6%; HP1b chromo inh = 8%; PI4K2A inh = 1

# The results go on.
SMILES,GLS inh,IDH1 R132H inh,USP1 inh,TrxR1 substrate,PGK inhibitor,Pin1 inh,rTrxR1 inhibitor,HP1b chromo inh,PI4K2A inh
Cc1ccc2ncc3c(-c4ccc(F)cc4)nn(-c4cccc(F)c4)c3c2c1,2%,9%,-4%,1%[57.1 µM],10%,-3%,7%[57.1 µM],13%,0
O=C1CCCc2oc3ccc(O)cc3c21,23%,3%,-23%,4%,-7%,3%,3%,16%,1
Cc1c(NC(=O)CSc2nncc3ccccc23)c(=O)n(-c2ccccc2)n1C,1%,-1%,-14%,5%[57.1 µM],1%,-2%,-3%[57.1 µM],23%,4
CCCCCCC(=O)Oc1cccc(N2C(=O)C3CCCCC3C2=O)c1 (centres undefined),10%,3%,-22%,-6%,-5%,0%,19%,64%[activator],3
O=C(Cc1ccccc1)Nc1ccc(NC(=O)c2cccs2)c(Cl)c1,0%,0%,-11%,9%[0.457 µM],-1%,12%,5%,28%,-2
O/N=C1\CC/C(=N\O)c2nn(-c3ccccc3Cl)nc21,11%,-12%,-9%,6%,/,7%,6%,11%,1
O=C(NC(=S)Nc1ccc2nc[nH]c2c1)c1ccccc1,1%,1%,-25%,6%,7%,5%,?,10%,-1
O=C(NNc1nc2ccccc2s1)Nc1ccc(Cl)c(Cl)c1,15%,-1%,-17%,-2%,i,13%,23%,37%,-6
CCc1ccc(CN2C(=O)CCC2(C)C(=O)NC2CCCC2)cc1 (centres undefined),4%,-2%,-4%,-4%,i,-11%,2%,11%,-1
COc1ccc(NC(=O)CCC(=O)OCc2ccc(Br)cc2)cc1,6%,3%,-3%,7%[0.457 µM],-10%,0%,8%[0.457 µM],13%,-2
Cc1ccc(S(=O)(=O)NCC(=O)N(CC2CCCO2)C(C(=O)NC2CCCC2)C(C)C)cc1 (centres undefined),0%,2%,-15%,7%[57.1 µM],2%,-1%,24%[57.1 µM],53%[activator],-1
COc1ccc([N+](=O)[O-])cc1C1NN=C(c2ccccc2O)S1 (centres undefined),-13%,4%,-18%,0%,-4%,-9%,?,12%,4
CCOC(=O)c1nnn(-c2nonc2N)c1CNC(C)C,0%,5%,-11%,1%,-6%,0%,-3%,34%,-1
O=C(NCCOc1ccccc1)C1CCC(=O)N(CCN2CCOCC2)C1 (centres undefined),4%,6%,-17%,-3%,-9%,-1%,-16%,56%[activator],-4
Cc1ccccc1NC(=O)N(C(C)C)C(C)C,16%,2%,-15%,-1%,-4%,-2%,6%,24%,-3
O=C1CC(c2ccccc2)CC(=O)C1=CN1CCCC1 (centres undefined),25%,-13%,-7%,-5%,0%,-3%,-6%,51%[activator],7
CCOc1cccc(-c2nnc(SCC(=O)Nc3cc(OC)cc(OC)c3)n2N)c1,0%,7%,-19%,0%,-10%,-2%,1%,46%[activator],4
Cc1ccc(C(=O)C[n+]2ccccc2C)cc1[N+](=O)[O-],-2%,9%,-20%,-4%,-2%,-2%,1%,39%,4
CCCCn1c(=O)[nH]c(=O)c2c(C(=O)OCC)cc(-c3cccs3)nc21,-6%,-13%,-16%,67%[activator][11.4 µM],-1%,21%,56%[57.1 µM],42%[activator],-1
CN(C)C(=O)C1CC(=O)OC12CCCCC2 (centres undefined),5%,-1%,-18%,5%,-7%,-5%,11%,34%,2
N#C/C(=C/c1ccc(C(=O)O)cc1)C(=O)Nc1ccccc1,-1%,8%,-17%,-12%[57.1 µM],-6%,-2%,9%[57.1 µM],39%[activator],-11
COc1ccccc1C(=O)N1CCN(C(=O)Cc2ccccc2)CC1,0%,0%,-10%,2%,-8%,-6%,24%,10%,2
COc1cc(CN2CC(=O)N(c3ccccc3Cl)C2=S)cc(OC)c1OC,20%,0%,-18%,-11%,-3%,-7%,-7%,15%,0
Oc1ccccc1Nc1nc(-c2ccccc2)c2cc(Cl)ccc2n1,12%,-16%,-8%,-4%,6%,-1%,11%,23%,-2
O=[N+]([O-])c1ccc2nc(NCCCO)nc(-c3ccccc3)c2c1,4%,3%,-19%,1%,0%,11%,0%,?,-7
Cc1ccc(C(=O)Nc2cccc(C(=O)N3CCOCC3)c2)cc1Cl,-2%,5%,-16%,-8%,7%,-3%,-7%,29%,-3
COc1cc(CC(=O)Nc2ccc3c(c2)CCC3)cc(OC)c1OC,-16%,6%,-8%,-13%,i,0%,-17%,28%,2
CC1CCCN(C(=O)c2ccc(COc3ccccc3Br)cc2)C1 (centres undefined),0%,4%,-15%,-10%,-9%,-8%,10%[57.1 µM],72%[activator],-1
